EBI2 block: EBI2 receptor antagonists, beta-arrestin recruitment, primary screen, cell-based, luminescence, 7a,25-OHC stimulation, uHTS. 360,000 compounds, 0.81% hits. inhibition, % at 5 µM. 7a,25-OHC stimulated. G-protein coupled receptor 183 (Homo sapiens), P32249; in the data active = inhibition above about 38%;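 also: enzyme fragment complementation signal reports receptor beta-arrestin coupling in cells; 0% = agonist plus DMSO wells and 100% = wells without agonist; some results beyond the cut were filed as inactive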
Target sequence (P32249 whole entry, looked up, the tested form may be a part): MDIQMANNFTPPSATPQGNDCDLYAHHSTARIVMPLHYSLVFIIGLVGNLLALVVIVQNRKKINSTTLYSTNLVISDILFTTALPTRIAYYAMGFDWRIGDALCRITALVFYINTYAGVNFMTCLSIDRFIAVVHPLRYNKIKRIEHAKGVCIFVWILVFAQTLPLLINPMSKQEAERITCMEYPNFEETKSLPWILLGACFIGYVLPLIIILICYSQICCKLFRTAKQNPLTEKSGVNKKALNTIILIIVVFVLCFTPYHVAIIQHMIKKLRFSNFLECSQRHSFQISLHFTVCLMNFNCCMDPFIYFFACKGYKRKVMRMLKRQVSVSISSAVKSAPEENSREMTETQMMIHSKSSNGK
A3G deaminase: APOBEC3G DNA deaminase inhibitors, primary screen, biochemical, fluorescence, single-stranded DNA substrate, uHTS | DNA dC->dU-editing enzyme APOBEC-3G (Homo sapiens), Q9HC16 | AID 493012, 2011 | inhibition, % at 20 µM | recombinant A3G, ssDNA deamination FAM/TAMRA fluorescence | 330,000 compounds, 0.28% hits;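 active = inhibition of at least 40% at 20 µM, with no more than 30% in the related APOBEC3A deaminase screen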;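 also: plate controls were DMSO wells with A3G for no effect and wells lacking A3G enzyme for full effect; some compounds called inactive have numbers as strong as hits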
Target sequence (Q9HC16 whole entry, looked up): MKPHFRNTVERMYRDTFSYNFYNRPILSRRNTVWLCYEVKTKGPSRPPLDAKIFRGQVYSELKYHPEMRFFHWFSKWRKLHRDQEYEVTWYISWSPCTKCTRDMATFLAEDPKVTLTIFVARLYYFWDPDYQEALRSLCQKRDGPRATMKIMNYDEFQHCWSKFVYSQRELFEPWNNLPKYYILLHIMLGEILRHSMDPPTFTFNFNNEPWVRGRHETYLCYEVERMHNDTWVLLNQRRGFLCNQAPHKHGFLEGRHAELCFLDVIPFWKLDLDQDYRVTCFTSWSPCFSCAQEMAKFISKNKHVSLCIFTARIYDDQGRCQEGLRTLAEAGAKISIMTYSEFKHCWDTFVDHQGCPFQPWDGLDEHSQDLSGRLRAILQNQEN
NR3A LBD binder: binders of NR3A ligand-binding domain, primary screen, biophysical, differential scanning fluorimetry, uHTS; NR3A LBD differential scanning fluorimetry, Tm shift; 0% = protein alone, 100% = glycine-bound protein; Tm shift relative to glycine control, % at 25 µM; 340,000 compounds, 2.5% hits; AID 1259313, 2017;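 active = melting temperature shift of at least 10% of the positive control shift, at one fixed dose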
MPTP block: mitochondrial permeability transition pore inhibitors, primary screen, biochemical, isolated mouse mitochondria, absorbance. Ca2+ swelling absorbance, 30 min. inhibition, % at 10 µM. 360,000 compounds, 1.4% hits;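 active = inhibition of 50% or more, scaled per plate between neutral and stimulator controls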;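 also: 0% = DMSO wells given calcium and 100% = 1 mM EGTA wells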
CXCR6 block: CXCR6 receptor inhibitors, primary screen, cell-based, beta-arrestin, luminescence, CHO-K1 PathHunter, 1536-well; 360,000 compounds, 0.36% hits; C-X-C chemokine receptor type 6 (Homo sapiens), O00574; inhibition, % at 20 µM; AID 602244, 2012; in the data active = inhibition above about 34%, passing the limit was not always enough;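 also: antagonist mode with CXCL16 agonist at 10 nM final; 0% = 10 nM CXCL16 with DMSO and 100% = unstimulated wells without agonist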
Gli-Sufu antag: Gli-Sufu pathway antagonists, primary screen, luciferase luminescence, Sufu-KO-LIGHT cells, uHTS | Sufu-KO-LIGHT fibroblasts, Gli luciferase reporter luminescence | inhibition, % at 5 µM | 340,000 compounds, 0.74% hits | AID 588413, 2011;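 active = inhibition above about 55%, limit read from the data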;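 also: 0% = DMSO-treated cells and 100% = wells with medium but no cells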
APOBEC3A inh: APOBEC3A ssDNA deaminase inhibitors, primary screen, selectivity assay for APOBEC3G inhibitor project, biochemical, FAM/TAMRA oligo cleavage fluorescence; inhibition, % at 20 µM; recombinant A3A, FAM/TAMRA ssDNA deamination fluorescence; 330,000 compounds, 0.41% hits; DNA dC->dU-editing enzyme APOBEC-3A (Homo sapiens), P31941; AID 493011, 2011;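 active = at least 40% inhibition at 20 µM here, with at most 30% in a related deaminase screen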;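 also: plate controls were A3A with DMSO for no effect and wells lacking A3A enzyme for full effect; some results filed as inactive read as strong as hits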
Target sequence (P31941 whole entry, looked up): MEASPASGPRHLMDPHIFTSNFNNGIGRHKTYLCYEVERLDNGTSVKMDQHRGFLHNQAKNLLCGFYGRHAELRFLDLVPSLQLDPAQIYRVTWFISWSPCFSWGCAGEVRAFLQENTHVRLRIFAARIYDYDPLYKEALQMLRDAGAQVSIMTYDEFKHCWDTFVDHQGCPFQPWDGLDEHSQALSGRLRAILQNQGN
CCR6 antagonist: CCR6 receptor antagonists, primary screen, cell-based, CHO-K1, luminescence, beta-arrestin, uHTS; CHO-K1 CCR6 PathHunter beta-arrestin, CCL20-stimulated; 340,000 compounds, 0.49% hits; inhibition, % at 20 µM; AID 493098, 2011; C-C chemokine receptor type 6 (Homo sapiens), P51684;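 active = compounds whose inhibition of the agonist-driven luminescence signal at 20 µM reaches about 50%, limit read from the data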;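 also: cells stimulated with CCL20 at 14 nM final; plate controls were DMSO with CCL20 for no effect and DMSO without agonist for full effect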
* = called active by the depositor.

Screening Cc1ccc(N2C(=O)N3[C@H](c4ccc(F)cc4)[C@@H]4C(=O)N(C5CCCCC5)C(=O)[C@@H]4[C@]3(Cc3ccccc3)C2=O)cc1 returned EBI2 block -5.1, A3G deaminase 0.5, NR3A LBD binder 1.8, MPTP block 0.3, CXCR6 block -20.3, Gli-Sufu antag 7.4, APOBEC3A inh -3.9 and CCR6 antagonist 14.0.
`COc1ccc(-c2cc3c(=O)n(CC(=O)Nc4ccc(Cl)cc4)ncn3n2)cc1` gave EBI2 block -1.8, A3G deaminase -9.2, NR3A LBD binder -2.4, MPTP block 4.1, CXCR6 block -2.5, Gli-Sufu antag -12.4, APOBEC3A inh -4.8 and CCR6 antagonist 5.0.
`COc1ccc(CNC(=O)C2CCCN(S(=O)(=O)c3c(C)nn(C)c3C)C2)cc1` (centres undefined) gave EBI2 block -1.6, A3G deaminase -6.0, NR3A LBD binder 0.0, MPTP block -0.8, CXCR6 block -1.4, Gli-Sufu antag -1.1, APOBEC3A inh -4.3 and CCR6 antagonist -6.0.
`COC(=O)C1=C(N)Oc2cc(C)n(Cc3cccnc3)c(=O)c2C1c1cc(OC)ccc1OC` (centres undefined) gave EBI2 block -0.6, A3G deaminase -0.8, NR3A LBD binder 0.6, MPTP block -6.6, CXCR6 block -5.8, Gli-Sufu antag 2.5, APOBEC3A inh -5.8 and CCR6 antagonist -6.2.
CCOc1ccc(NC(=O)CSc2nnc(-c3ccco3)n2C)cc1 was read as EBI2 block -0.7, A3G deaminase 1.8, NR3A LBD binder -0.5, MPTP block -3.2, CXCR6 block -5.4, Gli-Sufu antag 6.5, APOBEC3A inh -1.7 and CCR6 antagonist -14.9.
For CC(=O)OC[C@H]1O[C@@H](Sc2cccc3cccnc23)[C@H](OC(C)=O)[C@@H](OC(C)=O)[C@@H]1OC(C)=O the results were EBI2 block 11.7, A3G deaminase -1.5, NR3A LBD binder -3.5, MPTP block -0.8, CXCR6 block 8.8, Gli-Sufu antag -1.5, APOBEC3A inh 2.1 and CCR6 antagonist 10.3.
Cc1ccc(NC(=S)N(C)C(c2ccccc2)c2ccccc2)cc1C was read as EBI2 block 9.5, A3G deaminase -5.6, NR3A LBD binder 0.0, MPTP block 0.9, CXCR6 block 6.6, Gli-Sufu antag -3.8, APOBEC3A inh -3.6 and CCR6 antagonist 3.5.
For CC(=O)Nc1nc(=S)n(-c2ccccc2)[nH]1 the results were EBI2 block 2.5, A3G deaminase 31.7, NR3A LBD binder 1.3, MPTP block -1.1, CXCR6 block -3.5, Gli-Sufu antag 3.3, APOBEC3A inh -3.7 and CCR6 antagonist 10.7.
Screening CCOc1ccc(NC(=S)N2CCN(S(=O)(=O)c3ccc(OC)cc3)CC2)cc1 returned EBI2 block 14.7, A3G deaminase -4.7, NR3A LBD binder -2.0, MPTP block 0.3, CXCR6 block -6.4, Gli-Sufu antag 5.3, APOBEC3A inh -1.8 and CCR6 antagonist 7.6.
`CCOc1ccc(NC(=O)C(=O)NCc2ccncc2)cc1` gave EBI2 block 0.4, A3G deaminase -4.7, NR3A LBD binder -0.5, MPTP block 0.1, CXCR6 block -4.1, Gli-Sufu antag -34.7, APOBEC3A inh -3.6 and CCR6 antagonist 12.9.
COc1ccc(S(=O)(=O)N(C)CC(=O)NCc2ccccn2)cc1 was read as EBI2 block 0.9, A3G deaminase -7.4, NR3A LBD binder 0.6, MPTP block -1.0, CXCR6 block -3.9, Gli-Sufu antag -7.1, APOBEC3A inh 1.6 and CCR6 antagonist 0.7.
For COc1ccc(NC(=O)COc2cc(O)c3c(c2)OC(C)(C)CC3=O)cc1 the results were EBI2 block -1.0, A3G deaminase -8.3, NR3A LBD binder -3.7, MPTP block -0.2, CXCR6 block 1.9, Gli-Sufu antag -5.2, APOBEC3A inh -2.4 and CCR6 antagonist 14.8.
Screening O=C(Nc1ccc(C(=O)OC[C@@H]2CCCN3CCCC[C@H]23)cc1)c1cccc(Br)c1 returned EBI2 block -5.3, A3G deaminase -3.6, NR3A LBD binder -6.7, MPTP block 70.3*, CXCR6 block 4.5, Gli-Sufu antag 5.5, APOBEC3A inh -2.6 and CCR6 antagonist 3.7.
Cc1cccc(OCCC(=O)Nc2ccc(C)c(S(=O)(=O)N3CCOCC3)c2)c1 was read as EBI2 block 4.6, A3G deaminase -7.7, NR3A LBD binder -0.2, MPTP block 1.1, CXCR6 block 7.4, Gli-Sufu antag 2.0, APOBEC3A inh -4.2 and CCR6 antagonist 8.5.
For O=C1NC[C@H](CC2CCCCC2)N(CCc2cccc(F)c2)C1=O the results were EBI2 block 11.0, A3G deaminase -5.4, NR3A LBD binder 0.5, MPTP block -1.1, CXCR6 block 1.5, Gli-Sufu antag 3.8, APOBEC3A inh -4.1 and CCR6 antagonist 5.2.
O=C(COC(=O)c1cccnc1Cl)NC(=O)NC1CCCCC1 was read as EBI2 block 6.3, A3G deaminase 4.8, NR3A LBD binder 0.6, MPTP block -1.0, CXCR6 block -6.1, Gli-Sufu antag -24.8, APOBEC3A inh -0.2 and CCR6 antagonist 5.7.
Screening COc1ccc(OC)c(NC(=O)CSc2nnc(-c3cnccn3)n2C)c1 returned EBI2 block -4.0, A3G deaminase 5.1, NR3A LBD binder -2.0, MPTP block -1.4, CXCR6 block -3.1, Gli-Sufu antag -14.3, APOBEC3A inh -1.7 and CCR6 antagonist -4.6.
For COc1ccc2c(c1)C1=C(CC2)C(c2ccc(C)cc2)NC(=S)N1 (centres undefined) the results were EBI2 block -0.9, A3G deaminase 3.5, NR3A LBD binder -3.2, MPTP block -2.5, CXCR6 block 5.2, Gli-Sufu antag 7.0, APOBEC3A inh 2.7 and CCR6 antagonist 9.2.
Screening CC(C)(C)NC(=O)C(c1ccccn1)N(C(=O)c1csnn1)C1CCCC1 (centres undefined) returned EBI2 block -3.7, A3G deaminase -5.9, NR3A LBD binder -1.1, MPTP block 1.8, CXCR6 block -0.4, Gli-Sufu antag 5.5, APOBEC3A inh -1.0 and CCR6 antagonist -0.8.
CN(C(=O)c1ccc(NC(=O)Cc2ccc([N+](=O)[O-])cc2)cc1)C1CC1 was read as EBI2 block 1.4, A3G deaminase -6.6, NR3A LBD binder 0.9, MPTP block 4.4, CXCR6 block -2.7, Gli-Sufu antag -7.3, APOBEC3A inh -4.3 and CCR6 antagonist -0.4.
Screening Cn1c(SCc2ccccc2)nnc1C1CCCNC1 (centres undefined) returned EBI2 block 0.2, A3G deaminase -6.8, NR3A LBD binder 0.5, MPTP block -0.7, CXCR6 block -7.2, Gli-Sufu antag 4.1, APOBEC3A inh -1.3 and CCR6 antagonist 8.5.
CCCOc1ccc(-c2nnn(CC(=O)OCC)n2)cc1 was read as EBI2 block -1.0, A3G deaminase -0.7, NR3A LBD binder 1.2, MPTP block 1.3, CXCR6 block 4.4, Gli-Sufu antag -3.9, APOBEC3A inh -0.1 and CCR6 antagonist 5.7.
For O=C(NCN1CCOCC1)c1cnccn1 the results were EBI2 block 2.1, A3G deaminase -4.4, NR3A LBD binder 2.9, MPTP block -1.5, CXCR6 block 2.8, Gli-Sufu antag 2.1, APOBEC3A inh -2.9 and CCR6 antagonist -1.3.
O=C(CCCNC(=O)c1ccc(Cl)cc1)NCc1ccccc1F was read as EBI2 block 14.5, A3G deaminase -12.2, NR3A LBD binder 2.2, MPTP block 0.1, CXCR6 block -3.2, Gli-Sufu antag -16.4, APOBEC3A inh 1.5 and CCR6 antagonist 12.1.
Screening CC(=O)c1c(COC(=O)c2cccnc2)nc2ccccc2[n+]1[O-] returned EBI2 block -2.3, A3G deaminase 20.4, NR3A LBD binder -3.2, MPTP block -1.5, CXCR6 block 1.2, Gli-Sufu antag 3.2, APOBEC3A inh 58.2* and CCR6 antagonist 1.8.
Screening CCCCNC(=O)c1cn(C)c2ccc(S(=O)(=O)N3CC(C)CC(C)C3)cc2c1=O (centres undefined) returned EBI2 block -20.2, A3G deaminase 17.8, NR3A LBD binder 0.1, MPTP block -0.7, CXCR6 block 9.8, Gli-Sufu antag -24.6, APOBEC3A inh 4.9 and CCR6 antagonist 21.8.
Cc1cc(C)n(-c2ccc([N+](=O)[O-])cc2-c2nn[nH]n2)n1 was read as EBI2 block -9.3, A3G deaminase -3.6, NR3A LBD binder -0.7, MPTP block -1.5, CXCR6 block -0.6, Gli-Sufu antag 1.5, APOBEC3A inh 1.6 and CCR6 antagonist 2.6.
S=c1[nH]cc(-c2ccccc2)n1-c1ccccc1 was read as EBI2 block -2.4, A3G deaminase 1.2, NR3A LBD binder 0.7, MPTP block -2.1, CXCR6 block -4.7, Gli-Sufu antag 6.2, APOBEC3A inh -3.6 and CCR6 antagonist -16.2.
For COc1cc(S(=O)(=O)Nc2ncccc2C)c(OC)cc1Cl the results were EBI2 block 3.7, A3G deaminase -5.6, NR3A LBD binder 0.5, MPTP block 0.8, CXCR6 block -4.6, Gli-Sufu antag 2.0, APOBEC3A inh -2.9 and CCR6 antagonist 8.2.
`S=C1CC2CCCC(C2)N1` (centres undefined) gave EBI2 block -3.8, NR3A LBD binder 2.7, MPTP block -1.7, CXCR6 block 2.2, Gli-Sufu antag -2.8 and CCR6 antagonist 5.8.
Screening Cn1c(SCC(=O)Nc2nncs2)nnc1C1CC1 returned EBI2 block -2.5, A3G deaminase 5.1, NR3A LBD binder -0.4, MPTP block 0.6, CXCR6 block 0.2, Gli-Sufu antag 4.3, APOBEC3A inh 27.3 and CCR6 antagonist -10.0.
`CCOC(=O)C1C2C=CC3(CN(Cc4cccs4)C(=O)C13)O2` (centres undefined) gave EBI2 block -1.7, A3G deaminase -3.8, NR3A LBD binder -1.4, MPTP block -1.1, CXCR6 block 4.4, Gli-Sufu antag -2.8, APOBEC3A inh -5.3 and CCR6 antagonist -1.0.
CCNC(=S)N1CCC(n2cnc3ccccc32)CC1 was read as EBI2 block -6.4, A3G deaminase -5.3, NR3A LBD binder -0.8, MPTP block 1.0, CXCR6 block 7.3, Gli-Sufu antag -2.6, APOBEC3A inh -3.9 and CCR6 antagonist 0.8.
`COc1ccc(CN2CCN(CCCc3ccccc3)C(CCO)C2)c(O)c1` (centres undefined) gave EBI2 block 3.3, A3G deaminase -2.5, NR3A LBD binder -1.5, MPTP block 5.0, CXCR6 block -9.6, Gli-Sufu antag 15.7, APOBEC3A inh -4.0 and CCR6 antagonist 9.9.
CN(C(=O)CN(C)S(=O)(=O)c1ccc(F)cc1)c1c(N)n(Cc2ccccc2)c(=O)[nH]c1=O was read as EBI2 block 1.9, A3G deaminase -5.9, NR3A LBD binder 0.5, MPTP block 0.4, CXCR6 block 4.4, Gli-Sufu antag -10.8, APOBEC3A inh 2.5 and CCR6 antagonist 5.7.
`COc1ccc(NC(=O)C(CCCCNC(=O)OC(C)(C)C)NC(=O)OCc2ccccc2)cc1` (centres undefined) gave EBI2 block -0.1, A3G deaminase 21.1, NR3A LBD binder 0.3, MPTP block 0.0, CXCR6 block -5.1, Gli-Sufu antag -1.0, APOBEC3A inh 35.1 and CCR6 antagonist 13.5.
Screening CNC(=O)CN1C(=O)COc2ccc(S(=O)(=O)N3CCCCCC3)cc21 returned EBI2 block 3.4, A3G deaminase -3.7, NR3A LBD binder 0.3, MPTP block 0.8, CXCR6 block 11.3, Gli-Sufu antag -11.9, APOBEC3A inh -0.4 and CCR6 antagonist 9.4.
